DNMT1 inh = human DNMT1 methyltransferase inhibitors, primary screen, biochemical, molecular beacon, fluorescence, HinP1I cleavage, uHTS; DNA (cytosine-5)-methyltransferase 1 (Homo sapiens), P26358; inhibition (reported as % activation of signal), % at 10 µM; AID 588458, 2011; 360,000 compounds, 0.83% hits; in the data active = inhibition above about 50%
Scp-1 inhibitor = Scp-1 phosphatase inhibitors, primary screen, biochemical, colorimetric, uHTS; Carboxy-terminal domain RNA polymerase II polypeptide A small phosphatase 1 (Homo …; Recombinant Scp1, phosphopeptide, malachite green phosphate absorbance; inhibition, % at 20 µM; 340,000 compounds, 0.88% hits;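 active = inhibition above about 50% at 20 µM, limit read from the data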;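 also: plate controls were DMSO wells with enzyme for no effect and wells lacking enzyme for full effect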
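Test system – truncated SCP-1 phosphatase (76-261aa) · Reagent – Phosphorylated 17-residue peptide substrate · Incubation – 45 min room-temperature reaction, 5 min colour, 30 min stabiliser · Detection – colorimetric phosphate reagent with accelerator and stabiliser, absorbance at 630 nm · Measure – % inhibition at 20 µM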
Rpn11 block = Rpn11 (PSMD14) deubiquitinase inhibitors, primary screen, biochemical, fluorescence polarization, uHTS. 26S proteasome non-ATPase regulatory subunit 14 (Homo sapiens), O00487. human 26S proteasome, Ub4-pepOG fluorescence polarization; 20S core pre-blocked with epoxomicin. calls only at 20 µM. 360,000 compounds, 0.59% hits;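 active = inhibition at 20 µM, scaled to each plate's controls, above about 33%, limit read from the data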
Target sequence (O00487 whole entry, looked up): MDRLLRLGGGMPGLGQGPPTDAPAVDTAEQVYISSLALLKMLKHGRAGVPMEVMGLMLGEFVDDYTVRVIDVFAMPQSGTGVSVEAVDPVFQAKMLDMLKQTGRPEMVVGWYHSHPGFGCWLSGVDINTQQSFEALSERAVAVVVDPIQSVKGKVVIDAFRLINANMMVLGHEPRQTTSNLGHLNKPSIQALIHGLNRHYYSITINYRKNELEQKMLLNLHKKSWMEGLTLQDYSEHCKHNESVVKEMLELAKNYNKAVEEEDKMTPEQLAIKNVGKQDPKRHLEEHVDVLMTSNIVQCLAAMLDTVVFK
PABP1 MLLE inh = inhibitors of PABP1 MLLE–PAM2 peptide binding, primary screen, biochemical, fluorescence polarization, FITC-PAM2, GST-MLLE. 360,000 compounds, 0.36% hits. inhibition, % at 20 µM; in the data active = inhibition above about 35%, passing the limit was not always enough;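 also: plate controls were DMSO wells with GST-MLLE for no effect and wells lacking GST-MLLE protein for full effect; some results filed as inactive read as strong as hits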
STEP block = STEP phosphatase inhibitors, primary screen, biochemical, fluorescence intensity, uHTS | recombinant STEP, OMFP fluorogenic substrate | inhibition, % at 20 µM | Tyrosine-protein phosphatase non-receptor type 5 (Homo sapiens), P54829 | 360,000 compounds, 0.25% hits;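 active = inhibition at 20 µM, scaled per plate between control wells, above about 37%, limit read from the data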;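 also: 0% = DMSO with enzyme and substrate and 100% = substrate only without enzyme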
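Test system: STEP tyrosine phosphatase / Reagent: OMFP at 25 µM / Doses: 20 µM, 1% DMSO / Read-out: percent inhibition scaled to no-enzyme and uninhibited-enzyme controls, plate-pattern corrected / Detection: FITC-channel fluorescence of OMFP product / Medium: Bis-Tris buffer pH 6.0, 2.5 mM DTT, 0.005% Tween 20 / Schedule: 20 min at room temperature, dark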
TbMetRS inhib = T. brucei MetRS inhibitors, primary screen, biochemical, luminescence | purified T. brucei MetRS, ATP depletion, Kinase-Glo luminescence | inhibition, % at 11.9 µM | 360,000 compounds, 0.4% hits | AID 624268, 2012;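 active = inhibition above a per-plate cutoff of the control wells' mean inhibition plus 3 SD, cut at about 5.5% in these data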;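 also: 0% = DMSO wells median and 100% = median of wells with control inhibitor compound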
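Assay system: T. brucei methionyl-tRNA synthetase, purified | Medium: HEPES buffer with MgCl2, KCl, DTT, spermine, BSA, pyrophosphatase | Compound: 11.9 µM single point | Incubation: 15 min enzyme-compound preincubation, 2 h reaction, 10 min detection, 25 °C | Measured by: Kinase-Glo luciferase luminescence reporting remaining unconsumed ATP | Measure: % inhibition normalized to control-well medians | Replication: Singlicate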
CSN deneddyl inh = inhibitors of CSN-mediated cullin deneddylation, primary screen, biochemical, fluorescence polarization, uHTS; Purified CSN, SCF-Nedd8-OG deneddylation; inhibition, % at 12.5 µM; 360,000 compounds, 0.38% hits; AID 651999, 2013;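 active = pattern-corrected inhibition above about 35%, with an unprinted fluorescence ratio check between 0.5 and 1.5, limit read from the data, passing the limit was not always enough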;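 also: 0% = enzyme with substrate and 100% = substrate without enzyme; some results filed as inactive read as strong as hits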
Target sequence (Q92905 whole entry, looked up, one chain of several): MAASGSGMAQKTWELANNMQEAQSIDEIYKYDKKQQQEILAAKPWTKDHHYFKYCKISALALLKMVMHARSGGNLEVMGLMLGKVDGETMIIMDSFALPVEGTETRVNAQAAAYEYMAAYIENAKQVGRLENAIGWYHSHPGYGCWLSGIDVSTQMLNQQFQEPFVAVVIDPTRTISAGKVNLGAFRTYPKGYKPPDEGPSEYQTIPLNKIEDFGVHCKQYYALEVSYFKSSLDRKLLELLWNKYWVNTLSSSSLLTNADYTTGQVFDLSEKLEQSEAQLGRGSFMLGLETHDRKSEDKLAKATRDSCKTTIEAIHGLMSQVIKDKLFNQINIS
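Test system: Human Csn5 produced in HEK293T cells | Compound: 12.5 µM single point | Times: 90 min, room temperature | Signal: Fluorescence polarization readout | Read-out basis: % inhibition of substrate cleavage by Csn5 | Controls: no-enzyme wells high, enzyme-with-substrate wells low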
SUMO1 PPI mod = modulators of SUMO1 protein-protein interactions, primary screen, biochemical, uHTS. inhibition, % at 20 µM. Small ubiquitin-related modifier 1 (Homo sapiens), P63165. SUMO1 binding to a labelled peptide, TR-FRET, 1 h. 360,000 compounds, 0.33% hits; in the data active = inhibition above about 37%
Target sequence (P63165 whole entry, looked up): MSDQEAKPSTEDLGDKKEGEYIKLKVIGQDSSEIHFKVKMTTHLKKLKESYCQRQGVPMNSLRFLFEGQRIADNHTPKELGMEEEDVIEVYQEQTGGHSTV
NadD block = inhibitors of S. aureus NadD, primary screen, biochemical, colorimetric, uHTS; purified NadD enzyme, colorimetric absorbance read-out; AID 602399, 2012; 360,000 compounds, 0.78% hits; Nicotinate-nucleotide adenylyltransferase NadD (Staphylococcus aureus N315); inhibition, % at 20 µM; in the data active = inhibition above about 26%; also: some compounds past the cut are filed as inactive
LMPTP inh = LMPTP phosphatase inhibitors, primary screen, biochemical, fluorescence intensity, uHTS; 360,000 compounds, 0.22% hits; Low molecular weight phosphotyrosine protein phosphatase (Homo sapiens), P24666; AID 651560, 2012; recombinant LMPTP-A, OMFP fluorogenic substrate; inhibition, % at 20 µM;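 active = compounds that cut the enzyme signal by at least half of the control window in the single-dose screen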;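 also: plate controls were DMSO wells with enzyme plus substrate for no effect and substrate without enzyme for full effect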
Target sequence (P24666 whole entry, looked up): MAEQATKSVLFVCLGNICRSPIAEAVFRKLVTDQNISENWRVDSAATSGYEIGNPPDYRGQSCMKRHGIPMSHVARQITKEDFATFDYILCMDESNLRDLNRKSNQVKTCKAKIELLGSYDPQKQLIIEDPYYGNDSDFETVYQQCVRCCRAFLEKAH
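Test system: LMPTP-A phosphatase enzyme; input: 0.625 nM LMPTP-A final; reagent: OMFP substrate, 400 µM final; compound dosing: 20 µM single dose, 3% DMSO; incubation: 50 min dark incubation at room temperature; measured by: endpoint fluorescence intensity from OMFP dephosphorylation; measure: % inhibition relative to no-enzyme and uninhibited control wells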
Numbers without * were called inactive; i = inactive; / = not tested or not shown; + = active, no number.

entry	Compound	DNMT1 inh	Scp-1 inhibitor	Rpn11 block	PABP1 MLLE inh	STEP block	TbMetRS inhib	CSN deneddyl inh	SUMO1 PPI mod	NadD block	LMPTP inh
1	CN1CCN(C(=O)C2=C[C@H](c3ccc(C(F)(F)F)cc3)C[C@H](OCc3ccc(CO)cc3)O2)CC1	-5	-2	i	17	0	-0.1	1	4	-2	-0.8
2	Cc1ccc(S(=O)(=O)N2CC(O)C[C@H]2C(=O)OCC(=O)N2CCN(c3ccc(F)cc3)CC2)cc1C (stereo partly drawn)	2	4	i	12	2	-0.3	-1	-2	1	-0.5
3	CCCc1nnc(NC(=O)CCCN2C(=O)c3ccccc3C2=O)s1	3	-12	i	-1	0	-0.8	-3	-4	-7	-2.1
4	Cc1ccccc1S(=O)(=O)c1cc(C#N)c(=O)[nH]c1N	0	-1	i	1	-1	0.0	-3	6	1	-2.6
5	COc1ccc(S(=O)(=O)Nc2ccc(S(=O)(=O)N3CCCCC3)cc2)cc1OC	4	-4	i	-6	8	0.3	-1	0	-3	0.2
6	Cc1ccc(NC(=O)C/C(N)=N/OC(=O)c2ccccc2)cc1	-3	-8	i	3	-1	0.1	0	-1	0	-0.1
7	CCC(=O)N1CCC(c2ccc(OC)cc2)=N1	2	-9	i	-7	0	-0.2	-1	3	-2	-2.2
8	COc1cc2c(cc1NC(=O)c1ccc(C(C)(C)C)cc1)CCCC2	-7	-13	i	-1	-2	0.6	6	-1	-6	4.4
9	Cc1cc(C(=O)N2CCc3ccccc32)ccc1[N+](=O)[O-]	3	/	i	3	2	-0.1	1	-18	-4	0.0
10	COc1ccc(NC(=O)CCNS(=O)(=O)c2cc(Br)ccc2Br)cc1S(N)(=O)=O	-2	2	i	-8	2	-0.8	-1	1	5	2.3
11	Cc1ccc(SCC(=O)OCC(=O)N(C)CC(=O)Nc2ccc(F)cc2)cc1C	-1	-7	i	-5	0	-0.3	2	4	-6	1.5
12	COc1ccccc1OCCn1cc(C(=O)O)c2ccccc21	2	-1	i	-21	4	0.0	-2	-2	8	1.8
13	CCOc1ccc(C(=O)Nc2c3c(nn2C(C)(C)C)CSC3)cc1OCC	-1	14	i	38	6	-0.1	3	3	10	-0.9
14	CCN(CCn1cccn1)C(=O)c1ccc(OC2CCN(C(=O)CCOC)CC2)cc1	-1	/	i	0	-2	-0.1	-2	5	0	-0.1
15	Nc1[nH][nH]c(=O)c1N=Nc1ccccc1	1	-3	i	7	0	-0.4	1	-37	-1	-0.4
16	CCOc1ccc(NC(=O)CSc2nnc(C3CC3)n2C2CC2)cc1	1	-4	i	-7	-2	0.5	-5	6	-1	-1.5
17	CC(=C1C(=O)c2ccccc2C1=O)N1CCN(c2ccc(F)cc2)CC1	-4	6	i	-3	-1	-0.5	0	-7	-2	-1.2
18	CC(=O)Nc1ccc(NC(=O)c2cc(C)nn2-c2ccccc2)cc1	9	-2	i	4	-4	0.4	-4	4	4	-1.1
19	O=Cc1ccc(Sc2ncccn2)o1	5	-7	i	29	2	-1.0	-8	1	-2	-2.5
20	COc1ccc(N(CC(=O)NCCSCc2ccccc2Cl)S(C)(=O)=O)cc1Cl	-2	-12	i	-12	-1	0.2	-4	13	-6	1.1
21	CCc1noc(C)c1C(=O)OCC(=O)NCc1ccccc1OC	0	-5	i	-10	-2	-0.4	-1	0	-6	-0.1
22	Cc1ccc(C(=O)Nc2ccon2)cc1S(=O)(=O)N1CCCCCC1	1	-4	i	-4	1	-0.3	-2	3	4	-0.7
23	CC(=O)N1CCOC12CCN(Cc1ccccc1)CC2	3	/	i	9	2	-0.2	3	-3	-7	-1.8
24	CCCCN1C(=O)C(CC(=O)NCc2cccc3ccccc23)CC(C(=O)N(C)C)=C1C (stereo not drawn)	3	/	i	6	0	-1.1	-6	-6	5	-1.5
25	COc1ccccc1CC(=O)O/N=C(\N)c1cccc([N+](=O)[O-])c1	2	-2	i	-6	-4	-0.9	1	-24	-4	0.9
26	CCCc1nc2sc(C(=O)OCC)c(N)c2c2c1COC(C)(C)C2	-4	-7	i	0	-4	-1.3	-6	21	-8	1.9
27	CCC1CCCCN1S(=O)(=O)c1ccc(NC(=O)c2cccs2)cc1 (stereo not drawn)	-9	-17	i	-12	-1	-0.1	2	3	-6	0.7
28	CCC(=O)Nc1cc(-c2nc3ncccc3o2)ccc1Cl	0	-5	i	1	-3	-0.9	-2	-5	-4	-0.8
29	COc1ccc(CCNC(=O)NCCc2c[nH]c3ccccc23)cc1OC	0	-9	i	4	-2	-0.8	-3	1	-5	-1.4
30	Cc1cc(C)cc(NC(=O)COC(=O)c2cccc(S(=O)(=O)N3CCCCC3)c2)c1	-2	-16	i	-10	1	-0.2	2	3	-10	5.7
31	COc1ccc(Cl)cc1NC(=S)N1CCCCCC1	0	-2	i	-111	4	-0.3	-1	-2	-1	-0.1
32	CC(C)CN1C(Nc2ccccc2)=NC[C@@H]1C	5	-8	i	15	6	0.5	-1	-3	3	-1.1
33	COc1ccc(Cl)cc1C(=O)OCC(=O)NC1CCCC(C)C1C (stereo not drawn)	3	-10	i	8	-2	-0.3	4	2	-4	0.3
34	CCC1CCCCN1CCCn1c(=S)[nH]c2ccccc2c1=O (stereo not drawn)	-3	-5	+	-42	0	-0.6	0	-1	-7	-0.4
35	Cc1ccc(N2C(=O)CC(Sc3nc4ccccc4o3)C2=O)cc1Cl (stereo not drawn)	-3	-8	i	-29	1	-0.5	0	-2	-2	0.1
36	COc1cc(NC(=O)C2CCN(S(=O)(=O)c3cccs3)CC2)cc(OC)c1	-2	1	i	-43	-1	-0.7	4	5	-1	0.0

Just TbMetRS inhib and Rpn11 block, for 2 of the compounds above:
| no. | SMILES | TbMetRS inhib | Rpn11 block |
| --- | --- | --- | --- |
| 29 | COc1ccc(CCNC(=O)NCCc2c[nH]c3ccccc23)cc1OC | -0.8 | i |
| 32 | CC(C)CN1C(Nc2ccccc2)=NC[C@@H]1C | 0.5 | i |

(continued)
entry	Compound	DNMT1 inh	Scp-1 inhibitor	Rpn11 block	PABP1 MLLE inh	STEP block	TbMetRS inhib	CSN deneddyl inh	SUMO1 PPI mod	NadD block	LMPTP inh
37	CN(C)c1ccc(N=Cc2ccco2)cc1	-25	0	i	14	2	-0.9	3	-14	6	7.5
38	CC(=O)c1cc(-c2ccc(F)cc2)n(CCC(=O)NC(C)(C)C)c1C	-2	-8	i	10	-1	-0.4	-4	-1	-3	-1.0
39	CCC1NC(=O)c2cc3ccccc3cc2-n2c1nc1cc(OC)c(OC)cc1c2=O (stereo not drawn)	0	/	i	15	-2	0.9	-3	-8	-8	-1.6
40	O=c1[nH]c(C2CCCCC2)nc2ccccc12	3	-10	i	8	-3	0.3	-11	-1	-2	-1.6
41	COc1ccc(OC)c(C2C(C#N)=C(N)N(N(C)C)C3=C2C(=O)CC(C)(C)C3)c1 (stereo not drawn)	-1	-12	i	13	-2	-0.1	-4	-2	-7	-1.1
42	COc1cc(C(C)=O)ccc1OCC(=O)Nc1ccc(S(=O)(=O)N2CCCCC2)cc1	-11	/	i	-6	-2	-0.3	-5	0	1	0.6
43	CC(=O)c1c(C)[nH]c(C(=O)OCC(=O)Nc2ccccc2Cl)c1C	1	2	i	-22	2	-0.6	2	-2	-1	-0.4
44	O=C(Cc1ccccc1)Nc1cccc(N2CCCC2)c1	78*	-11	i	-18	-1	-0.5	12	0	13	16
45	Cn1cc(Cl)nc1C(O)c1ccccc1 (stereo not drawn)	-1	-4	i	2	-1	0.5	-2	-6	1	-1.8
46	Cc1ccc2oc(Nc3nc(C)cc(C)n3)nc2c1	2	2	i	-5	-1	-0.2	-5	-2	-2	2.2
47	CC1CCCCCCC1OC(=O)c1ccccc1C(=O)O (stereo not drawn)	4	-16	i	5	3	-0.3	-4	-4	-5	-2.0
48	CS(=O)(=O)c1ccc(Cl)c(NC(=O)COC(=O)CCc2c[nH]c3ccccc23)c1	8	-5	i	1	-1	-0.1	-1	6	-8	0.2
49	Cc1cc2ccccn2c1C(=O)c1cc([N+](=O)[O-])cc([N+](=O)[O-])c1	1	-8	i	4	6	-0.1	4	-28	-7	1.8
50	CC(OC(=O)CCc1nc2ccccc2[nH]c1=O)c1ccccc1 (stereo not drawn)	4	-2	i	-6	0	-1.0	-6	2	-6	-0.3
51	CC1(C)C(=O)OC(c2ccccc2)C(C)(C)C1=O (stereo not drawn)	2	-1	i	-2	2	0.9	3	-2	6	-1.2
52	CCC(C(=O)Nc1ccccc1)c1ccccc1 (stereo not drawn)	0	-17	i	8	0	0.2	-2	3	-5	-0.9
53	CC(C)(C)c1cc(-c2n[nH]c(=S)n2-c2ccc(Cl)cc2)n[nH]1	2	-4	i	-8	1	-0.6	2	0	5	0.3
54	CC(C)C(NC(=O)CN1C(=O)c2ccccc2C1=O)c1ccccc1 (stereo not drawn)	1	-7	i	10	-2	-1.0	0	-10	-3	-1.7
55	COc1ccc(CC2(C)OC(c3ccncc3)=NN2C(C)=O)cc1 (stereo not drawn)	0	5	i	3	-2	-0.5	-5	-1	2	-2.0
56	Cc1cc(NC(=O)CSc2nc3c(sc4ccccc43)c(=O)n2CCc2ccccc2)n[nH]1	44	-2	i	-7	-4	-0.6	-3	2	34*	2.0
57	CC1Cc2cc(S(=O)(=O)N3CCN(c4ccc(Cl)cc4)CC3)ccc2N1C(=O)C1CC1 (stereo not drawn)	-4	-8	i	7	-2	0.5	3	5	17	1.9

Screens from PubChem BioAssay.
